# Screening results (PubChem)
# GAA850 FXN act: FXN promoter activators, primary screen, cell-based, luciferase luminescence, HEK293 lucGAA850 | activation, % at 6 µM | hit rate 0.56% among 360,000 | HEK293 lucGAA850 FXN promoter luciferase reporter, 24 h; percent of 10 µM SAHA response;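 active = activation above the average of all compounds screened plus 3 SD, cutoff fixed separately per campaign, cut at about 7.5% in these data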;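 note: 0% = DMSO wells and 100% = 10 µM SAHA wells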
# hcDAF12 agonist: H. contortus DAF-12 nuclear receptor activators, primary screen, cell-based, luminescence, HEK293, lit1-tk-luc reporter | HEK293 hcDAF-12 lit1-tk-luc reporter; 0% DMSO, 100% Δ7-dafachronic acid | activation, % at 6.8 µM | hit rate 1.4% among 370,000;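 active = activation above the mean of all tested compounds plus 3 SD, cut at about 5.5% in these data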;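 note: 100% = response to 3 µM Δ7-dafachronic acid high control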
# PLC-beta3 inh: human PLC-beta3 inhibitors, primary screen, biochemical, fluorescence; Purified PLC-beta3, fluorogenic substrate; hit rate 0.18% among 370,000; inhibition, % at 12.2 µM; in the data active = inhibition above about 11%;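 note: 0% = median of compound wells on plate and 100% = full blocker control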
# PLC-gamma1 inh: PLC-gamma1 enzyme inhibitors, primary screen, biochemical, fluorescence, purified enzyme | 1-phosphatidylinositol 4,5-bisphosphate phosphodiesterase gamma-1 (Homo sapiens), P19174 | hit rate 0.84% among 370,000 | AID 720700, 2013 | inhibition, % at 12.2 µM | fluorogenic substrate; in the data active = inhibition above about 9.5%
# hgDAF-12 ag: H. glycines DAF-12 receptor agonists, primary screen, cell-based, luminescence, HEK293, GAL4 fusion, UAS-luciferase. Nuclear hormone receptor DAF-12 (Heterodera glycines), GAL4 fusion. HEK293 GAL4-hgDAF12 UAS-luciferase reporter, agonist luminescence; normalized to butyrate control. activation, % at 6.8 µM. hit rate 1.8% among 370,000. AID 687014, 2013;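 active = activation above a cutoff set at the mean of all screened compounds plus 3 SD, cut at about 10% in these data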;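 note: 0% = DMSO wells and 100% = sodium butyrate wells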
# DAX1 inh-1: DAX1 (NR0B1) inhibitors on StAR promoter, primary screen, cell-based, luminescence, SF-1 (NR5A1), full-length DAX-1; hit rate 1.1% among 370,000; AID 652010, 2013; HEK293T StAR-luciferase reporter, SF-1/DAX-1 repression relief; inhibition, % at 6.8 µM;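 active = inhibition above the mean over all tested compounds plus 3 SD, cut at about 3.6% in these data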;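 note: 0% = DAX-1 cells with DMSO and 100% = cells lacking DAX-1 with DMSO; higher inhibition means more luminescence from relief of DAX-1 repression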
# ADAM10 inh: human ADAM10 inhibitors, primary screen, biochemical, QFRET, HTS. inhibition, % at 7 µM. Disintegrin and metalloproteinase domain-containing protein 10 (Homo sapiens), O14672. AID 720582, 2013. hit rate 0.62% among 370,000. recombinant ADAM10, EDANS/DABCYL FRET peptide cleavage, 3 h;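 active = inhibition above a per-campaign cutoff equal to the mean of compounds falling between control-based bounds plus 3 SD, cut at about 20% in these data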;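 note: 0% = DMSO wells while the 100% control is not disclosed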
# Target sequence (O14672 214-748 limits assumed): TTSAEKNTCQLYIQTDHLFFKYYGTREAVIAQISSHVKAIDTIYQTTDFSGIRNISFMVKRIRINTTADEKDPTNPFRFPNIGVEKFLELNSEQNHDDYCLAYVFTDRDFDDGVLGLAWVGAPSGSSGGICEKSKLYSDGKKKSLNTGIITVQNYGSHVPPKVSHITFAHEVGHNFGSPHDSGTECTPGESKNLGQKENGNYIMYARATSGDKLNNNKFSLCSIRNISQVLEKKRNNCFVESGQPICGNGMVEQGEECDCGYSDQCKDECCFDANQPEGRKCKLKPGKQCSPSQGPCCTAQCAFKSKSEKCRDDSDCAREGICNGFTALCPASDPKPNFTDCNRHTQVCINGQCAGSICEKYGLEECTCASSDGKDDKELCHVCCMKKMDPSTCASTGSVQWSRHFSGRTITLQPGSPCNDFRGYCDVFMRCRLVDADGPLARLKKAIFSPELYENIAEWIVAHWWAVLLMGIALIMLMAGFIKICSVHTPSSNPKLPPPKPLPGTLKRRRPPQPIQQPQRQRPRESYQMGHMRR
# ssDAF12 agonist: S. stercoralis DAF-12 nuclear receptor activators, primary screen, cell-based, luminescence, HEK293, GRIP1 co-expression, lit1-tk-luc. hit rate 1% among 370,000. Nuclear hormone receptor DAF-12 (Strongyloides stercoralis). HEK293 ssDAF-12/GRIP1 lit1-tk-luc reporter; % of 3 µM dafachronic acid response. activation, % at 6.8 µM. AID 652126, 2013;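 active = activation above the mean over all tested compounds plus 3 SD, cut at about 0.9% in these data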;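 note: 0% = DMSO-only wells and 100% = 3 µM delta7-dafachronic acid wells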
# ADAM17 inh: ADAM17 inhibitors, primary screen, biochemical, QFRET | inhibition, % at 6.95 µM | Disintegrin and metalloproteinase domain-containing protein 17 (Homo sapiens), P78536 | recombinant ADAM17, EDANS/DABCYL FRET peptide cleavage | hit rate 0.83% among 370,000;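 active = inhibition above the mean of compounds lying between control limits plus 3 SD, set per campaign, cut at about 8.5% in these data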;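 note: 0% = DMSO-only wells as the low control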
# sPLA2-III inh: human group III sPLA2 inhibitors, primary screen, biochemical, QFRET, BODIPY PC-A2 liposome substrate | QFRET BODIPY PC-A2 liposome hydrolysis, fluorescence | hit rate 0.56% among 370,000 | inhibition, % at 12.2 µM;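 active = inhibition above mean plus 3 SD of compounds lying within the high and low control bounds, cut at about 19% in these data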;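 note: 0% = median of test compound wells and 100% = no enzyme DMSO wells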
# Target sequence (Q9NZ20 whole entry, looked up): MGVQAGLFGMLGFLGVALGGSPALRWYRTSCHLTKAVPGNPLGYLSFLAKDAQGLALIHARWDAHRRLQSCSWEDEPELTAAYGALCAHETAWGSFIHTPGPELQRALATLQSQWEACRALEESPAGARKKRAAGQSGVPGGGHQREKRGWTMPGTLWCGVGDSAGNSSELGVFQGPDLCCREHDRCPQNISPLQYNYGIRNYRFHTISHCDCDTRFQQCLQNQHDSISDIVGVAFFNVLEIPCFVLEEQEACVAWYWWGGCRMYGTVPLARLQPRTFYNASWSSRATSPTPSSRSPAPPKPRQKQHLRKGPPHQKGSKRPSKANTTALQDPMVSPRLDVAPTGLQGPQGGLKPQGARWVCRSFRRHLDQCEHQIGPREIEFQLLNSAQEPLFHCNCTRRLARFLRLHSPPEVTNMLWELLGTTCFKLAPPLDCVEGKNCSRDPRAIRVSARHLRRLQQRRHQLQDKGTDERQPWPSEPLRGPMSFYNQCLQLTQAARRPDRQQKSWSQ
# DAX1 inh-2: DAX1 (NR0B1) inhibitors, primary screen, cell-based, HEK293, Gal4-DAX1, luciferase luminescence | inhibition, % at 6.75 µM | hit rate 0.99% among 340,000 | Nuclear receptor subfamily 0 group B member 1 (Homo sapiens), P51843 | AID 504766, 2011 | HEK293 Gal4-DAX1 luciferase reporter;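 active = inhibition above the mean over all tested compounds plus 3 SD, cut at about 4.2% in these data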;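 note: 0% = DAX1-transfected cells with DMSO and 100% = empty-vector control cells with DMSO; inhibition shows as a rise in luminescence from relieved DAX1 repression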
# The depositor's hits bear a star; · = no result given.
SMILES,GAA850 FXN act,hcDAF12 agonist,PLC-beta3 inh,PLC-gamma1 inh,hgDAF-12 ag,DAX1 inh-1,ADAM10 inh,ssDAF12 agonist,ADAM17 inh,sPLA2-III inh,DAX1 inh-2
CCc1cccc(CC)c1NC(=O)C1CN(S(=O)(=O)c2ccccc2)CCN1S(=O)(=O)c1ccccc1 (centres undefined),-4.0,-1.6,0,-2,-2.5,-0.2,6,-1.5,1,-20,-1.0
CCOC(=O)c1c(C)nn(Cc2cccc(Cl)c2)c1N,0.8,-0.9,0,2,-1.5,-0.9,-5,-0.9,-5,3,-0.2
C#CCC(NC(=O)c1ccc(C#N)cc1)C(=O)NCCC (centres undefined),0.8,0.2,6,3,1.0,-0.1,2,-1.3,-4,7,2.0
Cc1cc(NC(=O)c2cc(-c3ccncc3)nc3ccccc23)ccc1Br,0.8,-1.1,-3,1,-1.0,-1.8,12,-1.1,7,-3,-0.1
O=C(CSc1nc2ccsc2c(=O)n1-c1ccccc1)N1CCCC1,3.8,0.6,4,1,-0.8,-0.8,6,-1.1,0,1,-0.8
COc1ccc(-c2cccc(N3CCN(c4ccccn4)CC3)n2)cc1OC,3.4,-0.4,-98,-72,-3.7,0.0,-114,-1.3,-31,-7,·
COCCCN1CC(=O)N2C(c3cccc(C)c3)c3[nH]c4ccccc4c3C[C@H]2C1=O (some centres undefined),-2.2,4.1,-9,-3,-1.8,-0.5,-4,-0.7,-3,-7,-0.3
CCN(c1ccccc1)c1nc2ccsc2c(=O)s1,4.9,-1.0,-39,-26,1.5,1.0,10,-1.3,1,1,0.7
O=C(CSc1nnc(COc2ccccc2F)n1-c1ccccc1)NC1CCS(=O)(=O)C1 (centres undefined),1.8,-1.5,2,-2,-4.1,0.0,1,-1.3,-1,-7,-1.2
O=C(c1cc(S(=O)(=O)N2CCOCC2)ccc1Cl)N1CCCCC1CO (centres undefined),0.4,3.2,4,2,-1.6,0.9,-14,-1.1,2,8,-0.5
COC(=O)[C@]12C[C@H](CC(=O)NCc3ccc(OC)c(OC)c3)C(=O)N(Cc3ccco3)C1=C[C@H](C(C)C)O[C@@H]2C1CC1,·,-2.0,2,1,3.4,1.3,-10,-1.2,1,6,·
Cc1cccc(-c2noc(CCC(=O)NC3CCCC3)n2)c1,·,0.6,-13,-3,0.6,-0.1,4,-0.4,-3,8,·
O=C(CC1C(=O)NCCN1Cc1ccc(-c2ccccc2)cc1)NCCCn1ccnc1 (centres undefined),-1.2,0.2,-5,-23,-1.8,0.5,3,-1.8,-1,-4,-0.8
COc1ccccc1C/C(N)=N/OC(=O)c1ccc(C)c([N+](=O)[O-])c1,0.1,1.6,-5,1,2.2,0.4,2,-0.4,-1,1,-0.8
COc1ccc(NC(=O)CC2C(=O)NCCN2C(=O)c2ccc(N(C)C)cc2)cc1 (centres undefined),2.0,0.8,-5,2,-0.4,0.1,-2,-1.4,2,6,·
O=S1(=O)C[C@@H](N2CCN(CC3CC3)CC2)[C@H](COCc2ccccc2)N1,·,-0.3,0,0,1.5,-1.2,-12,-1.4,-4,2,·
Cc1ccc(-c2nsc3c(N4CCC(C(N)=O)CC4)ncnc23)cc1,-12,-0.3,-5,-4,4.8,1.4,-5,-0.2,-2,-5,1.1
O=C(O)c1cccc2c1Cc1cc(Cl)ccc1-2,1.6,-1.1,4,2,-0.1,-0.8,3,-1.1,0,-10,-0.1
Cc1nc(C)c(N)c(=O)[nH]1,1.4,-0.7,-1,8,2.3,0.2,-4,-0.9,-1,4,0.9
CCOc1ccc(S(=O)(=O)N2CCN(C(=S)NC3CC3)CC2)cc1,1.2,-0.5,4,0,-1.6,-1.3,9,-2.0,1,5,-1.1
CC(C)NC(=O)c1onc(CSc2ccccn2)c1C(=O)NC(C)C,1.5,-1.0,1,-1,0.2,2.2,-4,-1.2,-3,1,-0.6
Cc1c(-c2ccccc2)nc(N)c(C#N)c1-c1cccnc1,4.9,-2.0,-55,-30,-1.8,0.9,-59,-1.1,-19,6,-1.1
O=C1CC(c2ccccc2)CC(O)=C1C=NC1CCCC1 (centres undefined),2.0,0.0,-1,-4,0.2,0.3,10,0.2,3,1,0.0
COc1ccc(-c2cccc([C@H]3[C@@H]4C=CCC[C@@]4(C)C(=O)N3Cc3ccccc3)c2)cc1,0.8,-0.6,2,-151,0.1,-0.3,3,-1.4,1,-2,-0.8
CCCn1c(N)c(C(=O)CN(C)CC(=O)Nc2cccc(F)c2)c(=O)[nH]c1=O,0.6,-1.7,-7,4,-1.1,0.7,-16,-0.3,0,12,-0.8
Cc1ccc(C(=O)NCc2ccccn2)cc1S(=O)(=O)N1CCCCC1,-1.0,-2.0,-5,1,1.8,-1.5,-2,0.1,-1,-1,0.5
Cc1csc2ncc(C(=O)NCCC(c3ccccc3)c3ccccc3)c(=O)n12,-0.2,-1.5,-45,-23,-1.6,0.1,-363,-1.4,-133,-6,-0.2
COc1ccc(C(=O)NC2CC(C)(C)Cc3c2cnn3-c2ccccc2)c(OC)c1 (centres undefined),0.6,-3.5,-5,0,-4.2,-3.2,6,-0.7,2,-1,-1.4
Cc1nn(Cc2ccc(Cl)cc2)c(C)c1N,-0.9,-1.3,1,-1,-0.2,-0.8,-15,-0.8,-23,1,0.3
Cc1cccc(OCCNC(=O)c2cncc(Br)c2)c1,-1.4,0.1,3,5,2.0,0.3,1,3.3*,-1,-1,1.1
CN(C(=O)c1cc(-c2ccc3c(c2)OCO3)on1)c1ccccc1,6.6,2.6,-1,0,11*,0.6,-2,0.0,-6,-1,3.0
Cc1ccc(CN2C(=O)c3ccccc3C2c2nnnn2C(C)C)cc1 (centres undefined),·,0.9,-2,-1,1.2,2.5,-9,-1.1,-7,-1,·
COc1ccc(-c2ccc3[nH]c4c(c3c2)CCN2C[C@@H]([C@H](C)O)[C@@H](N(C)C(=O)Nc3cc(Cl)cc(Cl)c3)C[C@@H]42)cc1,-5.5,-1.5,-249,-192,-2.9,-1.2,-89,-1.6,-20,3,0.0
CCOc1cc(C(=S)N2CCC(O)CC2)ccc1OS(=O)(=O)c1ccc(Br)cc1,1.7,-1.5,5,5,-3.9,-1.2,19,-1.5,4,-10,-1.3
COc1ccc(NC(=O)CN(Cc2ccccc2)S(C)(=O)=O)c(OC)c1,-1.9,-1.2,-1,0,-1.0,0.2,-6,-1.6,-7,6,-1.1
N#Cc1ccc(OCC(=O)NCCCn2ccnc2)cc1,-1.1,-0.4,1,-2,0.1,-2.1,1,-1.3,-3,1,-0.5
CCn1cc(/C=C(\NC(=O)c2ccccc2Cl)C(=O)NCCN2CCOCC2)c2ccccc21,-0.1,-1.7,-8,-1,-1.0,-0.8,0,-0.7,4,-4,-0.2
CN(Cc1ccc(Cl)c(Cl)c1)C(=O)C1=CC=CN2CCS(=O)(=O)N=C12,1.4,0.7,-43,-35,-1.2,1.5,-149,-1.1,-43,-5,0.5
NC(=O)c1nn(-c2ccccc2)nc1NC(=O)CN1CCOCC1,0.2,0.4,-5,2,1.5,0.4,-6,-1.0,-4,7,0.3
CCN1CCN(c2nc3ccccc3nc2C(C#N)S(=O)(=O)c2ccc(C)c(C)c2)CC1 (centres undefined),2.1,0.7,-6,1,0.0,-0.1,-4,-1.6,-2,0,0.8
CCCCn1c(N)c(N(CC(C)C)C(=O)C2CCN(S(=O)(=O)c3ccc(F)cc3)CC2)c(=O)[nH]c1=O,1.8,1.2,-7,4,-0.4,-1.4,-8,-0.9,-5,4,-0.5
COc1ccc(N(CC(=O)NCc2ccncc2)S(=O)(=O)c2ccc(C)c([N+](=O)[O-])c2)cc1,0.3,-0.8,-9,0,-3.1,0.9,0,-2.0,-2,-2,-0.1
CCCOC(=O)c1ccc(NC(=O)c2cnccn2)cc1,5.9,0.8,0,2,5.1,-0.2,4,-0.9,2,-4,1.1
CCOC(=O)N[C@H](C(=O)N1CCC[C@H]1C(=O)NCCc1ccccc1Cl)c1ccccc1,·,0.2,-1,3,0.0,-0.3,-10,-0.8,-6,11,·
O=C(NCc1ccc(Cl)cc1)c1cc(=O)[nH]c2ccc(S(=O)(=O)N3CCOCC3)cc12,1.4,-1.6,-8,2,0.5,0.2,-8,-1.4,-6,9,1.1
COCOCCn1cc(CN2CCS(=O)(=O)N(Cc3ccc(-c4ccc(Cl)nc4)cc3)C(C(C)C)C2=O)nn1 (centres undefined),0.9,-2.9,3,2,-0.7,-1.5,-1,-0.5,4,-10,0.5
COCCNC(=S)N/N=C(\C)c1ccc(O)cc1,-4.5,1.2,-2,-2,0.2,-0.4,-7,-1.4,-7,13,0.7
CCOc1[nH]n(-c2ccc(Cl)cc2)c(=O)c1C=NCc1cccnc1,3.2,-1.8,2,3,1.5,-0.1,-6,-1.6,-1,-5,-1.0

# ssDAF12 agonist: entries above that show a hit.
Compound | GAA850 FXN act | hcDAF12 agonist | PLC-beta3 inh | PLC-gamma1 inh | DAX1 inh-1 | ADAM10 inh | ssDAF12 agonist | ADAM17 inh | sPLA2-III inh | DAX1 inh-2
Cc1cccc(OCCNC(=O)c2cncc(Br)c2)c1 | -1.4 | 0.1 | 3 | 5 | 0.3 | 1 | 3.3* | -1 | -1 | 1.1

# Continued:
SMILES,GAA850 FXN act,hcDAF12 agonist,PLC-beta3 inh,PLC-gamma1 inh,hgDAF-12 ag,DAX1 inh-1,ADAM10 inh,ssDAF12 agonist,ADAM17 inh,sPLA2-III inh,DAX1 inh-2
CCCN(C(=O)CSc1nnc(-c2ccncc2)n1CCC)c1c(N)n(Cc2ccccc2)c(=O)[nH]c1=O,-1.9,-1.0,1,1,0.0,-0.4,-10,-1.1,-8,8,2.1
CCC(=O)N1CCc2cc(S(=O)(=O)NCCC(=O)N3CCN(c4cccc(C)c4)C(C)C3)ccc21 (centres undefined),0.3,-1.5,1,4,-5.3,-5.3,-1,-1.8,4,-18,-0.6
O=C(CSc1ccc2c(c1)OCCO2)Nc1ccccc1,0.4,-1.3,4,6,3.6,1.1,-4,-0.8,-3,12,-0.9
O=C(Cn1nc2ccccc2n1)N/N=C/c1ccc(F)cc1,-1.9,0.0,-8,0,1.5,0.3,0,-1.4,-4,-4,3.4
O=C(O)C1CC=CCC1C(=O)Nc1cccc(F)c1 (centres undefined),1.6,-0.2,4,2,3.5,0.2,-2,-0.9,-2,-3,-0.3
